# Tau ThT inhib: blocks human tau fibril formation measured by thioflavin T | P10636 | recombinant tau K18 P301L, heparin-induced fibrillization, ThT fluorescence | Potency, µM (highest dose often 57.4 µM), for the others: at the highest dose activity, negative = inhibition, hits mostly inhibitors | 270,000 compounds, 2.1% hits; further: on the % scale 0 is the no-effect control and ±100 the full control effect; nearly all actives have a fitted effect of over 55% in size
# Target sequence (P10636 561-689 P618L limits assumed): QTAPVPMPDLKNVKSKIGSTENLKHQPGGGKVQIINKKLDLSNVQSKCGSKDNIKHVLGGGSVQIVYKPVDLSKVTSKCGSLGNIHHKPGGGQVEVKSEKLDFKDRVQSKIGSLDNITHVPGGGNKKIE
#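 ThT emission at 510 nm, taken 1 hr after adding 30 uM dye, quantifies aggregates formed when 20 uM heparin acts on human tau K18 P301L for 6 hr at 37 C.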
# Lamin A splicing: changes lamin A minigene splicing in HeLa cells; HeLa LMNA splicing GFP/RFP minigene ratio, 48 h; 200,000 compounds, 0.01% hits; Potency, µM (highest dose often 46.1 µM), without a hit: at the highest dose ratio change, negative = inhibition, most hits filed as inhibitors; AID 1487; active means well fitted inhibition curve with a large enough effect in the signal ratio, with a control signal flat, not every such curve was filed as active; inconclusive means small, poorly fitted or top-dose-only effect, or effect the other way, or a change in a side signal; the % refers to the signal ratio; further: on the % scale 0 is the no-effect control and ±100 the full control effect
#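 S3 HeLa cells stably expressing lamin A-EGFP splicing minigene plus DsRed2, 600 cells/well, 48 h compound exposure at 37C. Laser-scanning cytometry; analysed as GFP (500-530 nm)/RFP (575-640 nm) total intensity ratio; 0.5% DMSO vehicle.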
# KinaseGlo FLuc: counter-screen: inhibitors of Kinase-Glo firefly luciferase. AID 1379. 200,000 compounds, 0.28% hits. Kinase-Glo luciferase, ATP luminescence, 8 min. Potency, µM (top dose mostly 38.3 µM), for inactives: at the highest dose activity change, negative = inhibition, hits mostly inhibitors. Q27757; further: on the % scale 0 is the no-effect control and ±100 the full control effect; nearly all actives have a fitted effect of over 60% in size
#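 Kinase-Glo luciferase light output from ATP and luciferin was measured with 10 uM ATP, within the enzyme's linear range. Buffer: 50 mM imidazole pH 7.2, 50 mM KCl, 7 mM MgCl2, 0.01% Tween 20, 0.05% BSA; luminescence read after 8 min at ambient temperature.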
# RECQ1 helicase: RECQ1 (human) helicase inhibition | RECQ1 DNA unwinding, red fluorescence kinetic read | Potency, µM (highest dose often 57.3 µM), without a hit: at the highest dose activity, negative = inhibition, most hits filed as inhibitors | 240,000 compounds, 0.54% hits | AID 2549;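 further: plate controls were vehicle for no effect and no enzyme for full effect; nearly all actives have a fitted effect of over 30% in size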
#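 RECQ1T1 50 nM; forked duplex (20 bp + 30-nt ss tails) 200 nM, ATP 2 mM final; pH 8.0, 2 mM MgCl2, 2.5 ug/ml poly(dI-dC); 15 min compound preincubation; discontinuous kinetic read over 2 h at RT.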
# SMN2 splice enh: enhancers of SMN2 splice variant expression; HEK293 SMN2-luciferase splicing reporter, luminescence, 30-36 h; Potency, µM (series often up to 46.1 µM), inactives show top-dose activity change, positive = activation, most hits filed as activators; 210,000 compounds, 2.8% hits; AID 1458; further: % of control where 0% means no effect; nearly all actives have a fitted effect of over 55% in size
#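 HEK293 cells carry an SMN2 […]–luciferase reporter in which exon 7 inclusion puts luciferase in frame. Cells were plated 10-12 h before compound addition, then incubated 30-36 h at 37C. ONE-Glo luminescence was read; sodium butyrate at 4.5 mM final served as control.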
# L3MBTL1 block: blocks human L3MBTL1; 230,000 compounds, 0.66% hits; AlphaScreen L3MBTL1–H3K9me1 peptide binding; Q9Y468; AID 485360; Potency, µM (series often up to 57.1 µM), inactives show at the top dose activity, negative = inhibition, usual class: inhibitors; further: on the % scale 0 is the no-effect control and ±100 the full control effect; nearly all actives have a fitted effect of over 60% in size
# Target sequence (Q9Y468 whole entry, looked up): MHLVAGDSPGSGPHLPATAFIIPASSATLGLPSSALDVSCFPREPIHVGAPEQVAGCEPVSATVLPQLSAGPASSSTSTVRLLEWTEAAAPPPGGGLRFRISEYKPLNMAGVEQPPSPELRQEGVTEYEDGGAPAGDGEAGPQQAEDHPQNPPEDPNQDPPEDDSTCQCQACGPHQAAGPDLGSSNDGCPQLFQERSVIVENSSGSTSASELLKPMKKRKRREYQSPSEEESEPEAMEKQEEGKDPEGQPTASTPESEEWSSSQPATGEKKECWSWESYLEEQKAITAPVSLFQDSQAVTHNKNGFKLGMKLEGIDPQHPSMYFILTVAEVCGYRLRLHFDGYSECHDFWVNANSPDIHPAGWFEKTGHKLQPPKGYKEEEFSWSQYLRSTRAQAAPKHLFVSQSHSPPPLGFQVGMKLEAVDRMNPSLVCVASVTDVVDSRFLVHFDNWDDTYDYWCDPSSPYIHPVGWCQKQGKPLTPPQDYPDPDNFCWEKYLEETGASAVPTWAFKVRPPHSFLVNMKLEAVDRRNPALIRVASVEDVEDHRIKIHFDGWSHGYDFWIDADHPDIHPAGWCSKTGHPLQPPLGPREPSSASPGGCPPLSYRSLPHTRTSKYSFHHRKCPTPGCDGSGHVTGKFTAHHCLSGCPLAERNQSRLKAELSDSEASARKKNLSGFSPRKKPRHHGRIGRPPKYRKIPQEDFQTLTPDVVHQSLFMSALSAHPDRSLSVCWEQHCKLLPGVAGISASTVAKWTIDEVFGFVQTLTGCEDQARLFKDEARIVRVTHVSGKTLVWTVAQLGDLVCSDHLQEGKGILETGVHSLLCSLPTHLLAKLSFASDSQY
#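 AlphaScreen assay: L3MBTL1 (50 nM final) was preincubated 30 min at room temperature with biotinylated H3(1-15)K9me1 peptide (75 nM final), then 30 min with library compounds; streptavidin donor and nickel chelate acceptor beads (10 ug/mL final) added, 30 min dark.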
# ALDH1A1 block: inhibitors of human aldehyde dehydrogenase 1A1 | Purified ALDH1A1, NADH fluorescence, propionaldehyde substrate | Potency, µM (series often up to 75.3 µM), inactives show top-dose activity, negative = inhibition, most hits filed as inhibitors | P00352 | 220,000 compounds, 7.3% hits; active means well fitted inhibition curve with a large enough effect, not every such curve was filed as active; inconclusive means small, poorly fitted or top-dose-only effect, or another doubt; inactive means no such curve, though single readings can be large or run the other way;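 further: plate controls were no enzyme wells and a reference inhibitor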
# JMJD2E inh: blocks human JMJD2E demethylase activity | B2RXH2 | JMJD2E catalytic domain, FDH-coupled NADH fluorescence (FDH is formaldehyde dehydrogenase) | Potency, µM (doses to about 57.1 µM), inactives show at the top dose activity change, negative = inhibition, hits mostly inhibitors | 230,000 compounds, 1.6% hits | AID 2147; active means well fitted inhibition curve with a large enough effect, not every such curve was filed as active; inconclusive means small, poorly fitted or top-dose-only effect, or another doubt; inactive means no such curve, though single readings can be large or run the other way;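 further: 0% = wells with enzyme and -100% = buffer wells without enzyme; nearly all actives have a fitted effect of over 50% in size; many of its hits are not listed in these tables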
# Starred values were filed as active, the others as inactive; i = inactive; ? = inconclusive; . = no result given; [ ] = another dose, or the depositor's remark. Unless noted, the call rests on the fitted dose curve; in most records, active means well fitted curve in the direction sought with a large enough effect; inconclusive means small, poorly fitted or top-dose-only effect, or another doubt; inactive means no such curve, though single readings can be large; an effect the other way counts as inactive or inconclusive. Potency means the concentration at half of the fitted maximal effect. An excerpt (hit frequency here may not be typical).
SMILES,Tau ThT inhib,Lamin A splicing,KinaseGlo FLuc,RECQ1 helicase,SMN2 splice enh,L3MBTL1 block,ALDH1A1 block,JMJD2E inh
COc1ccc(C2c3[nH]c4ccccc4c3CCN2C(=O)c2cc3ncccn3n2)c(F)c1 (configuration not stated),-5%,.,1%,i,0%,-18%,-7%,-21%
CCOP(=O)(OCC)C(Nc1cc(Cl)cc(Cl)c1)c1cccc(O)c1 (configuration not stated),-4%,8%[46 µM],4%,i,-3%,-14%,6%,-7%
O=C1c2ccccc2C(=O)N1CCCc1nc2ccccc2c(=O)n1Cc1ccco1,4%,6%,-3%,i,-15%,-2%,?,-7%
Cc1cnc(CN2CCc3c([nH]c4ccccc34)C2C2CCCCC2)[nH]1 (configuration not stated),-9%,10%[46 µM],-2%,-6%,.,0%,1%,0%
COc1ccc(Oc2cc(C)c3ccccc3n2)cc1,-14%,?,0%,-18%,-17%,33%[activator],4%,6%
COc1ccccc1N(C)S(=O)(=O)c1ccc(C(=O)OCC(=O)c2c[nH]c3ccccc23)cc1,1%,-5%,0%,-9%,0%,-3%,1%,-29%
CCOP(=O)(c1ccc(N(C)C)cc1)C(O)c1ccncc1 (configuration not stated),-24%,.,.,-10%,.,3%,.,?
Cc1nn(Cc2ccccc2)c(C)c1NC(=O)CCCn1nc([N+](=O)[O-])c(Cl)c1C,-7%,-6%,2%,-1%,-17%,-2%,?,1%
CCC(C)(C)n1nnnc1C(c1cc2ccc(OC)cc2[nH]c1=O)N1CCc2ccccc21 (configuration not stated),?,?,2%,-5%,-4%,-15%,?,?
Cn1nc(-c2ccccn2)nc2c(=O)n(C)c(=O)nc1-2,5.6µM*,?,.,4.5µM*,.,.,.,7.1µM*
Cn1c(Cc2cccs2)nnc1SCC(=O)N1CCCc2ccccc21,-4%,?,-3%,4%,-13%,.,-13%,0%
O=C1CN(C(=O)COc2ccc(F)cc2Cl)c2ccccc2N1,-7%,.,.,-5%,.,-1%,.,-5%
COc1ccc(NC2CS(=O)(=O)CC2NCc2ccccc2)cc1 (configuration not stated),-3%,-9%,2%,-2%,10%,-11%,-2%,0%
CC(C)(C)n1nc2c(c1NC(=O)c1ccccc1F)CS(=O)C2 (configuration not stated),-5%,-2%,0%,-3%,9%,.,-1%,1%
CN(C)S(=O)(=O)c1ccc(Cl)c(NC(=O)CN2CCN(Cc3ccc4c(c3)OCO4)CC2)c1,-5%,.,.,-3%,.,-16%,.,-6%
COc1ccccc1N1CCN(C(=O)C2CCN(S(=O)(=O)c3ccc(F)cc3)CC2)CC1,-7%,?,-5%,-1%,-8%,0%,-7%,8%
Cc1oc(=O)c(NC(=O)c2ccccc2)cc1C(N)=O,3%,.,4%,i,15%,7%,-17%,-7%
O=C(CN1C(=O)CSc2ccccc21)NC1CCCC1,-31%,4%,.,-3%,.,-4%,-10%,0%
CC1(C)NC(=O)N(CC(O)CN2CCCC2)C1=O (configuration not stated),5%,-5%,4%,i,3%,.,9%,-2%
CCN(CC)C(=N)/C(C#N)=N/Nc1ccccc1,?,.,.,-16%,.,-3%,.,5%
Cc1ccc(NC(=O)Nc2cccc(Cl)c2)c(C(=O)O)c1,7%,.,6%,i,-7%,57%[activator],?,0%
COc1ccc(-n2c3c(cc(C#N)c2=O)C(=O)CCC3)cc1,-5%,.,.,-3%,.,.,6%,?
N/C(=N\OC(=O)Cc1ccccc1)c1ccncc1,-6%,13%[46 µM],-3%,-8%,.,10%,8%,-13%
Cc1ccc(S(=O)(=O)N2CCC(=O)N(C(COCc3ccc(C(F)(F)F)cc3)C(C)C)CC2)cc1 (configuration not stated),-14%,?,1%,-10%,-43%[inhibitor],5%,-2%,12%
O=C(NN=C1CCC(=NNC(=O)c2ccccn2)CC1)c1ccccn1,-14%,8%[46 µM],-2%,-7%,.,-28%,-8%,54%[activator]
Brc1cc2c(cc1/C=N/Nc1nc(N3CCCCC3)nc(N3CCCCC3)n1)OCO2,-13%,.,-2%,-16%,-6%,.,1%,-12%
CC(NC(=O)CSc1nc2c(cc1C#N)CN(C)CC2)c1ccccc1 (configuration not stated),?,5%,0%,-1%,-8%,-4%,?,?
CCCSC(=S)c1c(C)[nH]n(-c2ccccc2)c1=O,?,.,.,22%,.,-22%,-16%,?
Nc1ccc(Nc2nc(-c3cc4ccccc4oc3=O)cs2)cc1,?,-27%[46 µM],-1%,i,?,-9%,?,-4%
O=C1c2ccccc2N2C(=O)c3ccccc3C2N1O (configuration not stated),-6%,2%,-1%,i,15%,-1%,?,?
Cc1cc(NC(=S)N(Cc2cccc(Br)c2)CC2CCC(C(=O)O)CC2)ccc1Cl (configuration not stated),?,.,.,i,.,.,-2%,0%
Cc1cccc(Cn2c(N(C)Cc3ccccc3)nc3c2c(=O)[nH]c(=O)n3C)c1,-16%,7%,0%,-5%,2%,-12%,-7%,3%
Cc1ccc(Cc2cnc(N3C(=N)SC(c4ccccc4)C3=O)s2)cc1 (configuration not stated),-4%,?,.,-17%,.,10%,16%,0%
CCOC(=O)CSc1nc(C)c(C(C)=O)cc1C#N,1%,-12%,11%,4%,10%,?,20%,-2%
COc1ccc(COC(=O)N/N=C(\C)CC(=O)Nc2ccc(Cl)cc2)cc1,3%,?,1%,-1%,-5%,6%,2%,-2%
CCNc1nc(NCC)nc(N/N=C/c2ccc(O)c(OC)c2)n1,?,.,.,-7%,.,-11%,.,-6%
CCn1c(SCC(=O)N(C)C2CCS(=O)(=O)C2)nnc1-c1ccccc1 (configuration not stated),-1%,.,-1%,-11%,13%,-6%,2%,?
CC1(C)CC(=O)C(/C=N/n2c(C(F)(F)F)nc3ccccc3c2=O)=C(O)C1,-17%,12%,5%,-1%,26%,.,25µM*,?
Nc1ccc2nn(-c3cccc4ccccc34)nc2c1,?,3%,0%,7%,-3%,-4%,?,?
CCOC(=O)/C(C#N)=C\c1cn(C)c2ccccc12,7%,.,-2%,i,.,40%,-1%,0%
COc1ccc(-c2ccc(NCCC3=CCCCC3)nn2)cc1OC,?,25%,-9%,-6%,-2%,-1%,5%,-4%
COC(=O)N1CCC[C@@]2(CCN(C(c3ccccc3)c3ccccc3)C2)C1,.,.,-1%,-5%,-9%,.,3%,.
CSc1ccccc1NC(=O)CN(C)C(=O)c1cccc(S(=O)(=O)N(C)C)c1,6%,.,0%,-7%,8%,-7%,-3%,-3%
Cc1c(Cl)ccc2c1NC(=O)[C@]21N[C@@H](CCC(N)=O)[C@H]2C(=O)N(c3ccc(F)cc3)C(=O)[C@H]21,?,?,-5%,-1%,8%,-2%,14µM*,14%
O=C1Nc2ccccc2C(=O)N2CCCCC12 (configuration not stated),-7%,16%[46 µM],0%,-5%,.,7%,6%,8%
COc1ccc(/C=C/C=C2\NC(=S)NC2=O)cc1,2µM*,?,-3%,-1%,11%,2%,?,1%
Cc1ccsc1/C=N/NC(=O)C1CC(=O)N(c2ccccc2)C1 (configuration not stated),-10%,0%,3%,-8%,-7%,-3%,4%,-5%
O=C(Cc1ccccc1)Nn1c(-c2ccccc2)nc2ccccc2c1=O,9%,-3%,-3%,-4%,0%,5%,0%,-3%
Cc1ccc(C(=O)N2CCN(C(=O)CN3CCOCC3)C2)cc1,-10%,1%,-1%,-7%,10%,.,?,5%
CCOC(=O)c1snc(C(=O)NC2CCCCC2)c1N,?,1%,0%,i,.,.,?,?

# Next compounds
SMILES,Tau ThT inhib,Lamin A splicing,KinaseGlo FLuc,RECQ1 helicase,SMN2 splice enh,L3MBTL1 block,ALDH1A1 block,JMJD2E inh
COC(=O)[C@@]1(Cc2ccc(F)cc2)[C@H]2c3cc(C(=O)N4CCCC4)n(Cc4cc(F)cc5c4OCOC5)c3C[C@H]2CN1C(=O)c1ccccc1,-12%,.,-4%,-6%,-28%,.,-1%,?
Cc1nn(C)cc1CN(C)C(=O)c1cc(COc2ccc(F)cc2F)on1,4%,5%[46 µM],-3%,i,.,2%,3%,1%
C=CCn1c(SCC(=O)Nc2nnc(CC)s2)nnc1-c1ccncc1,4%,.,1%,i,2%,-13%[11.4 µM],-2%,0%
Cc1cccc(CC2SC(N)=NC2=O)c1 (configuration not stated),-4%,.,-2%,i,10%,.,?,-1%
Cc1ccc(NS(=O)(=O)c2ccc3[nH]c(=O)sc3c2)cc1,3%,15%[46 µM],1%,-5%,-21%,.,?,1%
Cc1cc(SCc2ccccc2)nc(=O)[nH]1,?,?,.,-13%,.,-1%,-5%,-6%
N#CC1=C2SCC(O)(c3ccccc3)N2C(=O)CC1c1ccccc1F (configuration not stated),?,?,1%,-20%,-6%,.,?,-18%
Cc1cc(CNC(=O)[C@H](C)[C@H]2C[C@]2(C)[C@H](NC(=O)OCc2ccccc2)c2ccccc2)nn1C,-9%,.,-4%,-2%,-12%,.,4µM*,1%
Cn1cc(C(=O)CCl)c2ccccc21,?,?,1%,i,.,2%,0.063µM*,-10%
NS(=O)(=O)c1ccc(N/C=C/C(=O)c2ccc(Br)cc2)cc1,6%,-1%,1%,i,?,-2%,?,3%
CCc1ccc(NC(=O)CSC2=C(C#N)C(c3ccco3)C3=C(CCCC3=O)N2)cc1 (configuration not stated),-13%,-7%,-1%,-14%,-7%,-1%,?,-18%
COc1ccc(S(=O)(=O)Nc2nnc(CC(C)(C)C)s2)cc1,-5%,27%[46 µM],-1%,i,11%,-4%,11µM*,-7%

# Exported as tab-separated lines: 2 of the compounds above
molecule	Tau ThT inhib	Lamin A splicing	KinaseGlo FLuc	RECQ1 helicase	SMN2 splice enh	L3MBTL1 block	ALDH1A1 block	JMJD2E inh
Cn1cc(C(=O)CCl)c2ccccc21	?	?	1%	i	.	2%	0.063µM*	-10%
NS(=O)(=O)c1ccc(N/C=C/C(=O)c2ccc(Br)cc2)cc1	6%	-1%	1%	i	?	-2%	?	3%
